# From PubChem BioAssay
# TLR9-MyD88 inh = inhibitors of TLR9-MyD88 association in cells, primary screen, cell-based, CHO, BLA complementation, fluorescence; inhibition, % at 4.98 µM; 340,000 tested, 0.21% active; CCF4 FRET ratio; AID 504734, 2011;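 active = inhibition above the mean over all tested compounds plus 3 SD, cut at about 21% in these data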;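 note: 0% = DMSO only wells and 100% = clavulanate BLA inhibitor control wells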
# ABCB6 inh 2 = ABCB6 transporter inhibitors, primary screen, K562-ABCB6 cells, flow cytometry, MLPCN library; 360,000 tested, 0.19% active; fluorescence ratio to DMSO, % at 10 µM; K562-ABCB6 porphyrin accumulation, 1 h; stronger effect = lower value; ATP-binding cassette sub-family B member 6 (Homo sapiens), Q9NP58;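 active = fluorescence ratio to DMSO below 75%, the collection mean minus 3 SD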;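 note: signal is porphyrin accumulated inside mitochondria; 100% equals median channel fluorescence of DMSO control wells; lower ratio means ABCB6 inhibition with less porphyrin fluorescence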
# aDG glyco act = activators of alpha-DG glycosylation, primary screen, uHTS, Pro5-aDG cells, AlphaScreen | alpha-DG glycosylation AlphaScreen (IIH6); 0% Pro5, 100% B10-LARGE cell signal | 360,000 tested, 0.22% active | activation, % at 10 µM | AID 624168, 2012;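 active = activation of at least 8% versus controls, or a plate z-score of at least 8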;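 note: Pro5 are CHO cells carrying HIG-tagged alpha-DG that lacks glycosylation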
# N-glyco inh = increase of ERlucT glycosylation luciferase signal, primary screen, N-linked glycosylation inhibitor project, D54 ERlucT cells, luminescence, set 2; D54 ERlucT glycosylation luciferase reporter, 24 h; percent of 100 nM tunicamycin response; reporter increase, % at 12.5 µM; 360,000 tested, 0.23% active;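 active = mean luciferase reporter signal, scaled so untreated is 0 and the glycosylation-blocking control 100, at or above a set limit in every replicate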;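 note: luciferase carries N-glycosylation sites so blocking glycosylation raises the light; 0% = median of neutral control wells and 100% = median of 100 nM tunicamycin wells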
# ABHD5 PLIN5 PPI = ABHD5-PLIN5 interaction inhibitors, primary screen, cell lysate, split luciferase complementation, luminescence; 360,000 tested, 0.78% active; AID 602281, 2012; inhibition, % at 4 µM; Perilipin-5 (Homo sapiens) + 1-acylglycerol-3-phosphate O-acyltransferase ABHD5 (Homo …; Split G. princeps luciferase complementation, 4 h;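 active = inhibition above the mean inhibition across every tested compound plus 3 SD, cut at about 22% in these data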;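 note: 0% = DMSO only wells and the 100% control is not disclosed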
# MC4R ag barr = MC4R agonists recruiting beta-arrestin, primary screen, cell-based, luminescence, agonist arm of biased-ligand search | Melanocortin receptor 4 (Homo sapiens), P32245 | U2OS MC4R beta-arrestin complementation; percent of melanotan II response, DMSO zero | activation, % at 8.9 µM | 360,000 tested, 0.98% active;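 active = activation above a per-plate cutoff, the mean activation of sample wells on that plate plus 3 SD, cut at about 8% in these data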
# Target sequence (P32245 whole entry, looked up): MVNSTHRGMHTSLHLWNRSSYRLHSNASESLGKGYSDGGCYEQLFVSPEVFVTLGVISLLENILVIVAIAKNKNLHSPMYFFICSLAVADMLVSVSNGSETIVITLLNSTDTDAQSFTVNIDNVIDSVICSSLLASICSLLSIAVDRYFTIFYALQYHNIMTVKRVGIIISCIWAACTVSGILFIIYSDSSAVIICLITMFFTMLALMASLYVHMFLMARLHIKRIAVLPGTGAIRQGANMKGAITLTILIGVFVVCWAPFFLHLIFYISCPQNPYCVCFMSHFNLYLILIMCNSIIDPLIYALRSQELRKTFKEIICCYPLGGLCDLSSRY
# NOD2 RIPK2 PPI = NOD2-RIPK2 binding disruptors in cells, primary screen, fluorescence, CHO cells, BLA complementation; Receptor-interacting serine/threonine-protein kinase 2 (Homo sapiens), O43353; CCF4 ratio; inhibition, % at 4.98 µM; 360,000 tested, 0.38% active; in the data active = inhibition above about 21%;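 note: 0% = vehicle only and 100% = reference blocker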
# Target sequence (O43353 whole entry, looked up): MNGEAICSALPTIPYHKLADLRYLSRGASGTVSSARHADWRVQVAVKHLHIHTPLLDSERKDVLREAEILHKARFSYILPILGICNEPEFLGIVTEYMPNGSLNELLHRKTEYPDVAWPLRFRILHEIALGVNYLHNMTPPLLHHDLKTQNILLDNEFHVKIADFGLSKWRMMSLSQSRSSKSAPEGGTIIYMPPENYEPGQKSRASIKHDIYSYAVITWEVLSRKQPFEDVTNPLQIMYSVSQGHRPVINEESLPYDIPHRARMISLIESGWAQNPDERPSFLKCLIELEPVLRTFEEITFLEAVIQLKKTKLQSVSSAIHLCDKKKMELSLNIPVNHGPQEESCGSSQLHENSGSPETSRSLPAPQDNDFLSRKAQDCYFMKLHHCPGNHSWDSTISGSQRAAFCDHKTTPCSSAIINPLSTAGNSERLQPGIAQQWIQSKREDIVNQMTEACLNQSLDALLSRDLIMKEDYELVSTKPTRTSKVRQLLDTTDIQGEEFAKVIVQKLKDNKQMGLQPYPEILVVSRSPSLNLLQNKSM
# MC4R antagonist = MC4R antagonists of cAMP signaling, primary screen, cell-based, TR-FRET, antagonist arm of biased-ligand search | MC4R-expressing cells, MTII-stimulated cAMP, LANCE TR-FRET | inhibition, % at 6.5 µM | 360,000 tested, 0.48% active;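 active = inhibition above its plate's cutoff, the mean of tested wells on that plate plus 3 SD, cut at about 29% in these data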;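 note: 0% = Melanotan II alone and 100% = Melanotan II plus saturating MCL0020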
#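 Assay system: human MC4R-expressing U2OS cells; reagent: Melanotan II stimulation of cells; dosing: 6.5 µM single dose; timing: compound 30 min, challenge 1 h, detection 1 h; signal: TR-FRET cAMP assay; replicates: one well per compound, no replicates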
# Exocytosis inh = LAMP-1 surface exposure blockers, TALL-104 cells – cell-based, flow cytometry, MLPCN library, primary screen. TALL-104 LAMP-1 surface exposure; cells stimulated with thapsigargin and PMA. inhibition, % at 10 µM. 360,000 tested, 0.66% active. AID 651702, 2012;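 active = inhibition above about 55%, limit read from the data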
# Vif inh = HIV Vif self-association inhibitors, primary screen, imaging, HEK293T, single point; HEK293T cells, Vif self-association by quenched fluorescence, 24 h; inhibition, % at 7.49 µM; 340,000 tested, 0.35% active; in the data active = inhibition above about 50%, passing the limit was not always enough; note: some results filed as inactive read as strong as hits
# * marks the source's active call; other numbers are inactive results; . = no result given. This is a subset. The share of hits here may be higher or lower than overall.
SMILES,TLR9-MyD88 inh,ABCB6 inh 2,aDG glyco act,N-glyco inh,ABHD5 PLIN5 PPI,MC4R ag barr,NOD2 RIPK2 PPI,MC4R antagonist,Exocytosis inh,Vif inh
CS(=O)(=O)CCC(C(=O)OCc1ccc(Cl)cc1)N1C(=O)c2ccccc2C1=O (configuration not stated),-4,93,0.0,0,9,2.4,-3,1,-1,0
C=CCNC(=O)c1ccc(OC2CCN(S(=O)(=O)N(C)C)CC2)cc1,-1,86,0.3,1,-1,-1.0,-2,-6,0,-15
Cn1c(SCc2ccccn2)nnc1-c1ccncc1,-9,104,0.1,0,-7,-2.9,-10,6,2,-1
COC(=O)[C@]12C(=O)C(C)=C(O)[C@@]1(C)C(C)=CC1[C@@]34CC[C@@H](OC(C)=O)C(C)(C)C3C(C[C@]12C)OC4=O (some centres not stated),-4,97,0.1,2,2,0.6,8,2,-4,-7
Cc1ccc(NC(=O)C2CCN(S(=O)(=O)c3ccc4ccccc4c3)CC2)nc1,-5,97,0.4,1,0,-2.9,5,0,0,.
O=C(CCn1c(=O)oc2ccccc21)Nc1cccc([N+](=O)[O-])c1,-2,98,-0.3,0,-4,-4.8,8,-1,-2,-8
O=C(CCl)Nc1cccc(-c2cnc3ccccc3n2)c1,1,100,-0.5,-7,12,-1.0,-3,5,2,-25
CSc1nc2ccccc2n1CC(=O)Nc1ccc(C)c(C)c1,-21,102,0.4,-8,-2,0.8,1,5,13,-3
Nc1sc2c(c1C(=O)NCCc1ccccc1)CCCC2,.,.,0.0,.,-25,.,1,.,-2,.
Cc1cccc(NC(=O)Cn2cc(C(=O)C3CC3)c3ccccc32)c1C,-1,103,0.1,-2,7,0.5,-4,3,0,2
COCc1cc(C)nc(SCC(=O)Nc2ccc3c(c2)OCCO3)c1C#N,-12,97,0.8,2,1,0.2,-3,5,-15,-19
C[C@@H]1CN([C@@H](C)CO)C(=O)c2cc(NC(=O)c3ccccc3)ccc2O[C@@H](C)CCCCO[C@@H]1CN(C)Cc1ccc(C(F)(F)F)cc1,-2,101,1.9,-4,12,1.3,1,2,-2,-16
COc1cccc(OC)c1C(=O)NC(=S)Nc1ccc2c(c1)Cc1ccccc1-2,9,98,-0.1,-1,4,-1.0,4,2,-3,1
COc1cc2[nH]c(=O)n(CCC(=O)N3CCN(c4cc(Cl)ccc4C)CC3)c(=O)c2cc1OC,-1,98,0.5,2,-4,-1.1,-6,1,1,11
CCOC(=O)CNC(=O)COc1coc(CN2CCN(c3ccccc3)CC2)cc1=O,0,98,-0.3,1,4,-3.0,-10,1,2,-3
O=C1CCC(C(=O)OCC(=O)Nc2ccccc2Br)=NN1,8,99,-0.1,1,-1,0.8,1,3,-4,5
CCn1c2ccccc2c2cc(NC(=O)c3cc(OC)c(OC)c(OC)c3)ccc21,16,98,0.2,27*,5,-1.3,-3,-21,5,-2
O=C(Nc1ccccc1)c1cccc(-c2nnc(-c3ccccc3)o2)c1,-8,89,-0.1,1,0,0.1,1,1,4,-4
O=C1N/C(=N/N=C/c2ccccc2O)SC1Cc1ccc(F)cc1 (configuration not stated),4,100,1.1,2,-1,1.8,-3,7,0,-5
CN(c1ccccc1C(=O)NC1CCCCC1)S(=O)(=O)c1ccccc1,-15,97,-0.1,-2,-5,-2.4,-5,-2,-3,6
O=C(CSc1nnc(NC2CC2)s1)c1ccc[nH]1,-8,97,0.9,-8,-4,-2.6,-5,-4,-4,-5
CCOC(=O)c1ccc(S(=O)(=O)N2CCC(C(=O)N3CCN(c4ccccc4OC)CC3)CC2)cc1,-3,104,0.1,-1,-4,-1.8,-11,19,-3,-2
COc1ccc(-c2csc(N3CCC(C(N)=O)(N4CCCCC4)CC3)n2)cc1,1,98,0.2,-2,-4,-0.4,-9,6,2,-9
COc1ccc(C(=O)NNc2ccccc2)cc1,-7,99,-0.2,2,2,-2.1,-16,4,3,2

# Reprinted from the part before: 3 compounds, followed by the next part.
SMILES,TLR9-MyD88 inh,ABCB6 inh 2,aDG glyco act,N-glyco inh,ABHD5 PLIN5 PPI,MC4R ag barr,NOD2 RIPK2 PPI,MC4R antagonist,Exocytosis inh,Vif inh
CCOC(=O)c1ccc(S(=O)(=O)N2CCC(C(=O)N3CCN(c4ccccc4OC)CC3)CC2)cc1,-3,104,0.1,-1,-4,-1.8,-11,19,-3,-2
COc1ccc(-c2csc(N3CCC(C(N)=O)(N4CCCCC4)CC3)n2)cc1,1,98,0.2,-2,-4,-0.4,-9,6,2,-9
COc1ccc(C(=O)NNc2ccccc2)cc1,-7,99,-0.2,2,2,-2.1,-16,4,3,2
Cc1ccc(C(=O)N2N=C(c3ccccc3)CC2(O)C(F)(F)F)o1 (configuration not stated),-3,101,3.1,-4,-8,-0.1,-16,7,-3,7
Cc1ccc(/C(N)=N/OC(=O)c2ccc3ccccc3c2)cc1,-1,104,0.3,4,4,1.9,-2,16,10,-1
COc1ccc(-c2nc3ccc(Cl)cn3c2NC2CCCCC2)cc1SC1CCCCC1,-11,103,0.6,-11,-6,-0.9,13,-5,11,-1
O=C(O)CCC1COc2ccccc2O1 (configuration not stated),1,96,-0.2,4,3,-1.2,-2,7,0,10
COc1ccccc1CNC(=O)CSc1ccc(Br)cc1,5,98,0.3,-3,-1,0.1,4,-1,-6,1
COCCn1c(C)cc(C(=O)CSc2nc3nc(C)cc(C)n3n2)c1C,-4,99,0.0,-6,0,-0.4,-3,-2,5,1
CCC1(c2ccc(Cl)cc2)NC(=O)N(CC(=O)NC2CCCCCC2)C1=O (configuration not stated),3,99,0.5,10,-11,-4.8,-4,2,1,7
COc1ccccc1S(=O)Cc1ccc(C(=O)NCc2ccccc2Cl)o1 (configuration not stated),-5,90,0.1,-1,5,0.1,-5,-1,6,-18
O=C(Cc1cccc(NC(=O)C2CCCN(C(=O)C3CCCCC3)C2)c1)Nc1ccc(C(=O)N2CCCCC2)cc1 (configuration not stated),-10,95,0.1,1,5,-1.7,-9,4,0,-15
CCOC(=O)C1=C(CC)Nc2ccccc2N=C1NC(=O)c1ccc(OC)c(S(=O)(=O)N2CCOCC2)c1,-10,89,0.4,-1,-8,0.3,-7,11,0,9
Cc1cc(NC(=O)CSc2nnc(C)c(=O)n2N)no1,-2,100,-0.3,0,-5,-1.2,-2,19,0,-3
CC(=O)OC1OCCOC1NC(=S)Nc1ccc(C)cc1 (configuration not stated),-4,100,-0.2,0,-1,-0.7,6,32*,0,9
O=C(NCCS(=O)(=O)NCc1cccnc1)c1ccccc1,-2,97,-0.2,-1,12,-0.2,-9,3,4,3
CC(C)=CC(=O)Nc1nc2ccc([N+](=O)[O-])cc2s1,2,105,-0.4,-9,15,2.2,-16,6,-8,-9
CN(C)CCNc1oc(COc2ccc(Cl)cc2Cl)nc1C#N,3,97,-0.2,1,-3,2.3,-2,-10,-1,.
CC(=O)c1nn(-c2cccc(Br)c2)cc1C(=O)c1ccc(C)cc1,7,96,0.1,-2,3,35*,-8,1,10,-15
Cc1cc(Cl)ccc1NNC(=O)CCc1ccccc1,-4,104,0.1,2,-4,-1.4,-4,5,-5,-4
Cc1ccc2nc(N(CCN3CCOCC3)C(=O)CCS(=O)(=O)c3ccccc3)sc2c1,-3,100,2.1,-5,7,-0.5,1,17,13,-10
CC1(C)CC(=O)C=C(Nc2cccc(F)c2)C1,9,96,0.0,1,-1,-0.8,3,-1,-5,17
CC(C)(CNC(=O)c1ccccc1F)CNC(=O)c1ccccc1F,4,98,0.0,-1,-3,-1.4,-3,3,3,-9
COC1=C/C(=C/c2c(N)n3c(nc2=O)sc2cc(S(C)(=O)=O)ccc23)C=CC1=O,-4,120,-0.1,-3,9,-0.3,-6,3,2,-7
COc1ccc(C(CC(=O)O)NC(=O)c2ccco2)cc1 (configuration not stated),-4,95,-0.1,2,2,-1.1,-11,-1,-2,8
CC(=O)Nc1ccc(NC(=O)COC(=O)Cn2cnc3ccccc32)cc1,-3,91,0.3,4,2,-1.2,-19,0,6,-16
NC(=O)C1CCN(c2ncnc3c2c(-c2ccccc2)cn3-c2ccccc2)CC1,-1,90,1.3,1,4,0.2,1,11,-5,-8
O=C(CSc1nnc2c(n1)[nH]c1ccccc12)NC1CCCCC1,-5,91,0.2,-3,-18,-1.4,0,5,10,3
CCC(=O)Nc1ccc(OCc2nnc3c4ccccc4c(C)nn23)cc1,9,101,-0.2,0,1,-2.3,0,0,-4,0
CC(C)CCOC(=O)C1C(c2ccccc2)C(C(=O)O)C1c1ccccc1 (configuration not stated),7,99,0.2,1,3,-2.0,1,6,-1,-2
CN(C)c1ccc([N+](=O)[O-])cc1C(=O)O,7,97,-0.1,3,4,-2.7,0,0,-2,1
Cc1ccc(C)c(OCC(=O)O/N=C(\N)c2cccnc2)c1,8,97,0.2,-3,-4,-0.4,-3,-2,-2,-3
COc1ccc(S(=O)(=O)N2CCN(CC(=O)c3[nH]c(C)c(C(C)=O)c3C)CC2)cc1OC,1,101,0.4,1,-6,-0.4,-7,1,14,-8
CC1CCC2(CC1)NC(=O)N(CC(=O)Nc1ccc(N3CCCCC3)cc1)C2=O (configuration not stated),-1,254,-0.2,4,0,0.1,-3,17,-2,.
CCCCSc1nc(O)c(C2OC(=O)c3c2ccc(OC)c3OC)c(=O)n1C (configuration not stated),-13,103,-0.3,0,7,-0.6,-10,14,-4,4
CCOC(=O)/C=C(\C)Sc1cc(O)c2ccccc2c1O,-2,111,0.6,5,-37,-1.8,6,-5,-1,-16
O=c1c([N+](=O)[O-])cn(Cc2ccccc2)c(=O)n1Cc1ccccc1,1,101,0.5,-1,4,-0.5,0,8,-13,4
CC1CCN(Cc2nc(Cl)c3c4c(sc3n2)CCC4)CC1,-3,103,0.4,1,2,-3.6,7,4,10,0
O=C(NC1CC1)c1cccc(NC(=O)C2CCN(S(=O)(=O)c3cccc(C(F)(F)F)c3)CC2)c1,-2,95,0.0,4,1,-0.5,1,10,-2,-16
CN(Cc1nnc(-c2ccc(F)cc2)o1)c1ccccc1,6,97,-0.1,3,-5,3.5,-18,10,3,-3
FC(F)(F)c1ccc(-c2cccc3c2C2CC3CCN2Cc2ccc3c(c2)OCO3)cc1 (configuration not stated),.,91,0.1,-5,-1,.,-14,.,0,5
COc1cc(CNC(=O)C2CCC(=O)N(C3CCCCCC3)C2)cc(OC)c1 (configuration not stated),-4,101,0.0,0,1,-3.4,3,15,-14,1
